Screening data (PubChem)
GLD-1 RNA inh = GLD-1-TGE RNA interaction inhibition (C. elegans); hit rate 0.44% among 320,000; AID 2280; inhibition, % at 5.96 µM; purified GLD-1 + fluorescein TGE RNA, fluorescence polarization; Q17339;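 active means percent inhibition above a per-plate cutoff, the plate mean of test compounds plus 3 SD, cut at about 30% in these data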;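 further: 0% = DMSO wells with GLD-1 and probe and 100% = wells lacking GLD-1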
MEX-5 binding = C. elegans MEX-5 TCR-2 RNA binding activity; MEX-5/FITC-TCR2 RNA binding, fluorescence polarization; active compounds read low; AID 1832; activity score (negative = inhibition of binding), % at 10 µM; hit rate 0.38% among 300,000; Q9XUB2;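 active means inhibition past about -25% in most replicates, and total fluorescence under double the plate's negative control median, limit read from the data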;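 further: 0% = DMSO and -100% = 5 µM competing unlabeled TCR2 RNA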
PAD4 FP inh = PAD4 (human) enzyme inhibition | inhibition, % at 6.36 µM | Q9UM07 | recombinant PAD4, RCA probe fluorescence polarization | hit rate 0.41% among 330,000;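 active means percent inhibition above a cutoff equal to the mean of all tested compounds plus 3 SD, cut at about 15% in these data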;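 further: 0% = PAD4 with RCA probe and DMSO and 100% = probe without PAD4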
Fam108B counter = counter-screen for RBBP9 inhibitors: inhibitors of mouse Fam108B | inhibition, % at 9.51 µM | AID 1947 | recombinant Fam108B, FP-Rh probe fluorescence polarization | hit rate 0.33% among 300,000;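 active means inhibition above the screen mean inhibition plus 3 SD, computed separately per campaign, cut at about 18% in these data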;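 further: inhibitors lower polarization as less probe binds the enzyme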
PME-1 primary = blocks human protein phosphatase methylesterase 1; Q9Y570; recombinant PME-1, FP-Rh probe fluorescence polarization; inhibition, % at 5.9 µM; hit rate 0.53% among 320,000;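 active means inhibition above the campaign mean of all compounds plus 3 SD, cut at about 26% in these data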;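 further: competitive labeling of PME-1 active site by serine hydrolase directed probe; 0% = PME-1 with DMSO and 100% = wells lacking PME-1 enzyme; inhibitors block probe labeling so polarization falls and inhibition rises; many of its hits are not listed in these tables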
Target sequence (Q9Y570 whole entry, looked up): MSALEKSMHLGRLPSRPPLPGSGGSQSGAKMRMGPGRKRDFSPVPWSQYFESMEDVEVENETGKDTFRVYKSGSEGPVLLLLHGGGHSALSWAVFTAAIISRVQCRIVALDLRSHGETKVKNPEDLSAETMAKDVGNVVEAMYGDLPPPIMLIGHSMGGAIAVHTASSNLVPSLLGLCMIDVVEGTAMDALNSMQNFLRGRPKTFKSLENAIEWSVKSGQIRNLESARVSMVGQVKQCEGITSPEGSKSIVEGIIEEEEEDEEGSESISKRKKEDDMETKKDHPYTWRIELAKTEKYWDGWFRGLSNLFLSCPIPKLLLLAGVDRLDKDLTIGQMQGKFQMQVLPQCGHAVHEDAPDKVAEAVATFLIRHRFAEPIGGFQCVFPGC
TPT1 inh = blocks Candida albicans tRNA 2'-phosphotransferase. hit rate 0.81% among 300,000. recombinant caTPT1, FP RNA substrate dephosphorylation. inhibition, % at 5 µM. AID 1962;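 active means inhibition above the mean of all tested compounds plus 3 SD, set per screening campaign, cut at about 24% in these data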;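 further: plate controls were DMSO alone for no effect and ferristatin control at 100 nM for full effect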
GSTO1 counter = GSTO1 inhibition, counter-screen for RBBP9 inhibitors; P78417; recombinant GSTO1, activity-based probe fluorescence polarization; inhibition, % at 5.96 µM; hit rate 1.1% among 300,000; AID 1974;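 active means inhibition above the campaign mean inhibition plus 3 SD, cut at about 35% in these data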;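 further: 0% = GSTO1-1 with DMSO and 100% = wells lacking GSTO1-1 enzyme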
Target sequence (P78417 whole entry, looked up): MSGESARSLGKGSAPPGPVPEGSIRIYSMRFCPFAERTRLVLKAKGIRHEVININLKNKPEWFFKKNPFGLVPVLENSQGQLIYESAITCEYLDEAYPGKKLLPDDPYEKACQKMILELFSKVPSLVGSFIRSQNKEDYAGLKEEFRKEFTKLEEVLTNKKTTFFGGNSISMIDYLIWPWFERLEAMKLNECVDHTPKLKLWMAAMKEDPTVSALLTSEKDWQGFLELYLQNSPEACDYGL
MCL1 BIM primary = disrupts human MCL1 binding to BIM-BH3 peptide. Q07820. inhibition, % at 10.9 µM. hit rate 0.68% among 320,000. GST-MCL1 / FITC-Bim-BH3 fluorescence polarization;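 active means inhibition above the mean inhibition of all tested compounds plus 3 SD, set per campaign, cut at about 40% in these data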;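 further: 0% = DMSO wells and 100% = unlabeled Bim-BH3 peptide control; higher means more loss of mP so more displacement of Bim peptide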
Target sequence (Q07820 whole entry, looked up): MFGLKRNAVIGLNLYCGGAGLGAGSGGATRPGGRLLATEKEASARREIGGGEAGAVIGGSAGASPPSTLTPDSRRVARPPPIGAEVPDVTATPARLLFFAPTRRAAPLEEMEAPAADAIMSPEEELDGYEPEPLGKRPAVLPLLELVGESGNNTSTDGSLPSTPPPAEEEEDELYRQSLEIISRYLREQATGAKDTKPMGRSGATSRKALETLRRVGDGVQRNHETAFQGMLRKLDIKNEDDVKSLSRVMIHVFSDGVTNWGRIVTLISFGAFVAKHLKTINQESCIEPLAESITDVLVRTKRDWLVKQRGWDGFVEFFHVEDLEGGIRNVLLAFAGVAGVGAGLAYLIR
BCLXL inh = inhibitors of human Bcl-xL | GST-Bcl-xL / FITC-Bim BH3 peptide fluorescence polarization | Q07817 | hit rate 0.7% among 320,000 | inhibition, % at 10.9 µM | AID 2129;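 active means inhibition above the mean of all tested compounds plus 3 SD, cutoff set per campaign, cut at about 30% in these data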;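 further: 0% = DMSO wells and 100% = unlabeled Bim-BH3 peptide competitor; inhibitors lower millipolarization by displacing the labeled peptide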
An asterisk follows results filed as active.

What do the screens show for `Cc1ccccc1CNC(=O)Cc1cccs1`?
GLD-1 RNA inh: -5; MEX-5 binding: 0.4; PAD4 FP inh: 4; Fam108B counter: 0; PME-1 primary: -7; TPT1 inh: 1; GSTO1 counter: 8; MCL1 BIM primary: 4; BCLXL inh: 4

Results for O=C(Nc1ccc2nc(-c3cccs3)c(-c3cccs3)nc2c1)NC1CC1 ?
GLD-1 RNA inh: 8; MEX-5 binding: -2.3; PAD4 FP inh: -9; Fam108B counter: -4; PME-1 primary: -10; TPT1 inh: 10; GSTO1 counter: -19; MCL1 BIM primary: -4; BCLXL inh: 2

Results for COc1cc(NS(=O)(=O)c2ccc(Nc3nc(-c4cccc([N+](=O)[O-])c4)cs3)cc2)nc(OC)n1 ?
GLD-1 RNA inh: 7; MEX-5 binding: 0.1; PAD4 FP inh: -4; Fam108B counter: 15; PME-1 primary: 9; TPT1 inh: -2; GSTO1 counter: 11; MCL1 BIM primary: 8; BCLXL inh: 7

How did CC(=O)CSc1nc(N(C)C)nc(N(C)C)n1 do in these assays?
GLD-1 RNA inh: -3; MEX-5 binding: -0.2; PAD4 FP inh: -3; Fam108B counter: 1; PME-1 primary: 5; TPT1 inh: -5; GSTO1 counter: 6; MCL1 BIM primary: -3; BCLXL inh: 6

What do the screens show for `CCOC(=O)C1CCN(C(=O)C2CCN(S(=O)(=O)CC)CC2)CC1`?
GLD-1 RNA inh: 0; MEX-5 binding: 4.2; PAD4 FP inh: 2; Fam108B counter: 5; PME-1 primary: 3; TPT1 inh: 0; GSTO1 counter: 5; MCL1 BIM primary: 2; BCLXL inh: 6

What do the screens show for `COc1ccc(-c2nnc(SCC(=O)N3CCN(c4ccccc4)CC3)o2)cc1OC`?
GLD-1 RNA inh: 7; MEX-5 binding: 1.4; PAD4 FP inh: 4; Fam108B counter: -5; PME-1 primary: 1; TPT1 inh: 0; GSTO1 counter: 5; MCL1 BIM primary: -5; BCLXL inh: -4

How did CC(=O)Nc1cccc(Cl)c1C(=O)O do in these assays?
GLD-1 RNA inh: -1; MEX-5 binding: -0.3; PAD4 FP inh: -1; Fam108B counter: -4; PME-1 primary: 2; TPT1 inh: 1; GSTO1 counter: 10; MCL1 BIM primary: 2; BCLXL inh: 6

What do the screens show for `COc1ccc(-n2cnnc2SCC(=O)Nc2nc(C)c(Cl)cc2Cl)cc1`?
GLD-1 RNA inh: -3; MEX-5 binding: -1.7; PAD4 FP inh: -2; Fam108B counter: 0; PME-1 primary: 2; TPT1 inh: -1; GSTO1 counter: 9; MCL1 BIM primary: 2; BCLXL inh: 2

How did Cc1nc2ccc(S(=O)(=O)Nc3cc(-c4nc5cccnc5s4)ccc3C)cc2s1 do in these assays?
GLD-1 RNA inh: -5; MEX-5 binding: 1.5; PAD4 FP inh: -1; Fam108B counter: -4; PME-1 primary: 9; TPT1 inh: 9; GSTO1 counter: -9; MCL1 BIM primary: -8; BCLXL inh: -1

How did CC(C)CN(C(=O)COC(=O)c1ccccc1Sc1ccccc1C#N)C1CCS(=O)(=O)C1 (stereo not drawn) do in these assays?
GLD-1 RNA inh: 1; MEX-5 binding: 1.9; PAD4 FP inh: -2; Fam108B counter: 2; PME-1 primary: -1; TPT1 inh: 0; GSTO1 counter: -1; MCL1 BIM primary: -21; BCLXL inh: -7

What do the screens show for `COc1ccc(/C=N/Nc2cc(C)nc(N3CCOCC3)n2)cc1`?
GLD-1 RNA inh: -5; MEX-5 binding: 0.6; PAD4 FP inh: 1; Fam108B counter: 0; PME-1 primary: 3; TPT1 inh: 0; GSTO1 counter: -8; MCL1 BIM primary: -3; BCLXL inh: 0

What do the screens show for `CCOc1ccc(C2c3[nH]c4ccccc4c3CCN2CCCn2cccn2)cc1` (stereo not drawn)?
GLD-1 RNA inh: 6; MEX-5 binding: -1.0; PAD4 FP inh: 5; Fam108B counter: 3; PME-1 primary: -1; TPT1 inh: 2; GSTO1 counter: 3; MCL1 BIM primary: 3; BCLXL inh: 5

What do the screens show for `COc1ccc(CN2CCNC(=O)C2CC(=O)O)c(OC)c1` (stereo not drawn)?
GLD-1 RNA inh: 3; MEX-5 binding: -1.1; PAD4 FP inh: 0; Fam108B counter: 0; PME-1 primary: -5; TPT1 inh: 1; GSTO1 counter: 1; MCL1 BIM primary: 7; BCLXL inh: -1

Results for O=C(OCc1ccccc1Cl)c1cc([N+](=O)[O-])ccc1N1CCOCC1 ?
GLD-1 RNA inh: 4; MEX-5 binding: 1.1; PAD4 FP inh: 0; Fam108B counter: 4; PME-1 primary: 12; TPT1 inh: 4; GSTO1 counter: 1; MCL1 BIM primary: -19; BCLXL inh: -7

How did CCOc1ccc(S(=O)(=O)NCc2ccc(Cl)cc2)c2cccnc12 do in these assays?
GLD-1 RNA inh: 1; MEX-5 binding: -1.8; PAD4 FP inh: -3; Fam108B counter: 2; PME-1 primary: 1; TPT1 inh: -2; GSTO1 counter: 3; MCL1 BIM primary: 4; BCLXL inh: 1

What do the screens show for `COc1ccc(OC)c(S(=O)(=O)NC(C)CCc2ccccc2)c1` (stereo not drawn)?
GLD-1 RNA inh: -9; MEX-5 binding: -1.0; PAD4 FP inh: 1; Fam108B counter: -5; PME-1 primary: 1; TPT1 inh: 1; GSTO1 counter: -3; MCL1 BIM primary: -5; BCLXL inh: -2

Results for CN1CCCCc2c1nc1ccccc1c2N (tested in a mixture with another compound) ?
GLD-1 RNA inh: 3; MEX-5 binding: -0.7; PAD4 FP inh: 0; Fam108B counter: -5; PME-1 primary: -5; TPT1 inh: -1; GSTO1 counter: -5; MCL1 BIM primary: 1; BCLXL inh: 3

What do the screens show for `CCOc1cc(CN2CCN(c3cccc(C(F)(F)F)c3)CC2)ccc1OC`?
GLD-1 RNA inh: 7; MEX-5 binding: 1.1; PAD4 FP inh: 7; Fam108B counter: 1; PME-1 primary: -3; TPT1 inh: -5; GSTO1 counter: 0; MCL1 BIM primary: 0; BCLXL inh: -2

Results for Cc1nn(C)cc1/C=N/O ?
GLD-1 RNA inh: 4; MEX-5 binding: -1.3; PAD4 FP inh: 0; Fam108B counter: 6; PME-1 primary: -1; TPT1 inh: -1; GSTO1 counter: 9; MCL1 BIM primary: -2; BCLXL inh: 0

What do the screens show for `CCCCC(=O)Nc1ccccc1N1CCN(c2ccccc2)CC1`?
GLD-1 RNA inh: -3; MEX-5 binding: -2.1; PAD4 FP inh: -6; Fam108B counter: -1; PME-1 primary: -1; TPT1 inh: 0; GSTO1 counter: -3; MCL1 BIM primary: 18; BCLXL inh: -1

What do the screens show for `NC(=O)c1ncc(C(F)(F)F)cc1Oc1ccc(C(F)(F)F)cc1`?
GLD-1 RNA inh: -1; PAD4 FP inh: 0; Fam108B counter: -1; PME-1 primary: 1; TPT1 inh: 0; GSTO1 counter: 0; MCL1 BIM primary: -1; BCLXL inh: 3

Results for Cc1nn(C)cc1/C=N/NC(=O)c1ccc2c(c1)OCO2 ?
GLD-1 RNA inh: 2; MEX-5 binding: 3.2; PAD4 FP inh: 4; Fam108B counter: 0; PME-1 primary: -2; TPT1 inh: 0; GSTO1 counter: 7; MCL1 BIM primary: 1; BCLXL inh: 4

How did Cc1ccc(C(=O)NC2CCN(CC(=O)NCc3cccs3)CC2)cc1 do in these assays?
GLD-1 RNA inh: -5; MEX-5 binding: -0.9; PAD4 FP inh: 0; Fam108B counter: -2; PME-1 primary: -1; TPT1 inh: 2; GSTO1 counter: 5; MCL1 BIM primary: -4; BCLXL inh: -2

Results for O=C(Nc1ccc(S(=O)(=O)Nc2ncccn2)cc1)c1ccccc1 ?
GLD-1 RNA inh: -3; MEX-5 binding: 2.0; PAD4 FP inh: -9; Fam108B counter: 0; PME-1 primary: 3; TPT1 inh: -2; GSTO1 counter: 3; MCL1 BIM primary: 6; BCLXL inh: 5

Results for COc1ccc(NC(=S)Nc2ccc(S(N)(=O)=O)cc2)c(OC)c1 ?
GLD-1 RNA inh: 2; MEX-5 binding: -1.0; PAD4 FP inh: -3; Fam108B counter: 3; PME-1 primary: 0; TPT1 inh: -1; GSTO1 counter: 9; MCL1 BIM primary: 7; BCLXL inh: 10

How did CN1CCN(c2ccccc2/C=N/NC(=O)c2cccnc2)CC1 do in these assays?
GLD-1 RNA inh: 0; MEX-5 binding: -1.8; PAD4 FP inh: 1; Fam108B counter: -5; PME-1 primary: -2; TPT1 inh: -5; GSTO1 counter: 2; MCL1 BIM primary: 6; BCLXL inh: 7

What do the screens show for `CCOP(=O)(OCC)c1nc(-c2cccc([N+](=O)[O-])c2)oc1N1CCCCC1`?
GLD-1 RNA inh: 4; MEX-5 binding: 4.2; PAD4 FP inh: -2; Fam108B counter: 2; PME-1 primary: -2; TPT1 inh: -1; GSTO1 counter: 3; MCL1 BIM primary: 2; BCLXL inh: 6

Results for Clc1ccc(C2=C3CCCCn4c(-c5ccccc5)c[n+](c43)C2)cc1 ?
GLD-1 RNA inh: -4; MEX-5 binding: 0.8; PAD4 FP inh: -3; Fam108B counter: 1; PME-1 primary: -3; TPT1 inh: 4; GSTO1 counter: -6; MCL1 BIM primary: -10; BCLXL inh: -2

What do the screens show for `CCCNC(=O)c1nc2ncc(Br)cn2n1`?
GLD-1 RNA inh: 1; MEX-5 binding: -1.9; PAD4 FP inh: 0; Fam108B counter: 1; PME-1 primary: 1; TPT1 inh: 1; GSTO1 counter: 4; MCL1 BIM primary: 5; BCLXL inh: 4

Results for O=C(COC(=O)CC12CC3CC(CC(C3)C1)C2)Nc1cccnc1Cl ?
GLD-1 RNA inh: 1; MEX-5 binding: -1.1; PAD4 FP inh: 4; Fam108B counter: 2; PME-1 primary: 5; TPT1 inh: -1; GSTO1 counter: 2; MCL1 BIM primary: 0; BCLXL inh: 1

What do the screens show for `CCC(NC(=O)COc1ccc([N+](=O)[O-])cc1)c1ccccc1` (stereo not drawn)?
GLD-1 RNA inh: 3; MEX-5 binding: -2.0; PAD4 FP inh: 0; Fam108B counter: 0; PME-1 primary: 6; TPT1 inh: -1; GSTO1 counter: 0; MCL1 BIM primary: 8; BCLXL inh: 2

How did COc1ccc(-c2noc(-c3ccc(C)cc3)n2)cc1 do in these assays?
GLD-1 RNA inh: -5; MEX-5 binding: 2.2; PAD4 FP inh: 1; Fam108B counter: -6; PME-1 primary: -7; TPT1 inh: 0; GSTO1 counter: 1; MCL1 BIM primary: 5; BCLXL inh: -1

Results for Cn1c(=O)c2c(nc(N3CCNCC3)n2Cc2cccc3ccccc23)n(C)c1=O ?
GLD-1 RNA inh: -6; MEX-5 binding: -1.2; PAD4 FP inh: 0; Fam108B counter: 6; PME-1 primary: -5; TPT1 inh: 4; GSTO1 counter: 0; MCL1 BIM primary: 6; BCLXL inh: 4

What do the screens show for `O=C(O)c1ccccc1OCCOc1ccccc1C(=O)O`?
GLD-1 RNA inh: -3; MEX-5 binding: -2.0; PAD4 FP inh: -4; Fam108B counter: -4; PME-1 primary: 5; TPT1 inh: 1; GSTO1 counter: -4; MCL1 BIM primary: -2; BCLXL inh: 3

What do the screens show for `CSc1ncc(C(=O)Nc2cccc(Cl)c2C)c(C)n1`?
GLD-1 RNA inh: -1; MEX-5 binding: 1.2; PAD4 FP inh: -1; Fam108B counter: -3; PME-1 primary: -5; TPT1 inh: 1; GSTO1 counter: 0; MCL1 BIM primary: 1; BCLXL inh: 6

An excerpt; rates above refer to the full screens.
